D2 antagonist = antagonists of human D2 dopamine receptor | P14416 | HEK293 TREx D2 cells, calcium flux, dopamine EC80 | inhibition, % at 10 µM | 340,000 tested, 2% active; in the data active = inhibition above about 30%; also: 0% is about no effect
Target sequence (P14416 whole entry, looked up): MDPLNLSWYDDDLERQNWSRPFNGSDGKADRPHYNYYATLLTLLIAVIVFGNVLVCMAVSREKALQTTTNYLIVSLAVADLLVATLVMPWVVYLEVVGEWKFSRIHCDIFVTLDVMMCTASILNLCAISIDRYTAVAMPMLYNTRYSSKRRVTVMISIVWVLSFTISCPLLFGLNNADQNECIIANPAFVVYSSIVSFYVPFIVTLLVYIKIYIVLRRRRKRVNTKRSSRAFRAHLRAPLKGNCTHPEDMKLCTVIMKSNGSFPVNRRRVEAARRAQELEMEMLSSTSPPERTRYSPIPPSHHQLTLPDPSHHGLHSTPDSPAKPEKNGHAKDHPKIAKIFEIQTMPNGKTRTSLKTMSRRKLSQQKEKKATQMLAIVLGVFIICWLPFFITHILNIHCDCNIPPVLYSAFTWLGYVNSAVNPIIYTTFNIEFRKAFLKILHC
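Calcium mobilization kinetics were recorded at 1 s intervals in tetracycline-induced HEK293 T-REx D2 cells, first for 180 s after compound addition and then 180 s after EC80 dopamine.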
TRHR PAM = allosterically enhances the human TRH receptor. P34981. TRHR cells, fluo-8 calcium fluorescence, EC20 TRH enhancement. enhancement, % at 2 µM. 360,000 tested, 0.66% active; in the data active = enhancement above about 30%; also: 0% is about no effect
Target sequence (P34981 whole entry, looked up): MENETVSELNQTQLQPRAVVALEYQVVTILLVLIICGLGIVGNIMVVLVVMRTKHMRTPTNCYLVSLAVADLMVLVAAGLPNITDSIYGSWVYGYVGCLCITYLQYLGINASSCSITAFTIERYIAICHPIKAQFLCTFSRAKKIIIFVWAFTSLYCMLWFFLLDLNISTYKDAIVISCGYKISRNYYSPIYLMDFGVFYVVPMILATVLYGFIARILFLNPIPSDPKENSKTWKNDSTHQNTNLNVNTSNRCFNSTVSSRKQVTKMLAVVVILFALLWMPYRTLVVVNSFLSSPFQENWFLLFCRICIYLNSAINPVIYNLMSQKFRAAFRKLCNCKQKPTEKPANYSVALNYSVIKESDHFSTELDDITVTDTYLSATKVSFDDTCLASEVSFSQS
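Enhancer read-out: after compound pinning and an initial kinetic agonist-mode read, an EC20 of TRH (10 nM final) was injected and fluo-8 calcium signal (Ex 480/Em 530) followed at 1 s/cycle for 100 cycles in TRHR-expressing cells.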
RXFP1 antag = RXFP1 (human) relaxin receptor antagonism. HEK293-RXFP1, relaxin-stimulated cAMP HTRF, 30 min; hits give low values. activity change, negative = inhibition, % at 57.5 µM. 350,000 tested, 0.59% active. AID 1259400;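 active = activity change of -60% or lower, but not beyond a set lower limit; inconclusive = change between -60% and -40%, or beyond the set limit; inactive = change above -40%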; also: % is scaled to controls: 0 for no effect and ±100 for the full control effect
D2 ag = agonists of human D2 dopamine receptor; P14416; activation, % at 2 µM; AID 485358; 340,000 tested, 0.53% active; HEK293 T-REx D2 cells, calcium flux agonist mode;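 active = activation over 3 SD above normal in the single-dose calcium agonist read, cut at about 30% in these data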; also: 0% is about no effect
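Tetracycline-induced HEK293 Trex cells with D2 receptor force-coupled to calcium signaling, plated overnight at 30 C and loaded with no-wash calcium dye. Calcium flux read kinetically for 180 s after compound addition; responses flag agonists.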
D1 antagonist = antagonists of human D1 dopamine receptor; P21728; HEK293 TREx D1 cells, calcium flux, dopamine EC80; hits give low values; activity change, negative = inhibition, % at 10 µM; 360,000 tested, 3.2% active; AID 504652; in the data active = activity change below about -30%; also: % is scaled to controls: 0 for no effect and ±100 for the full control effect
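Allosteric or orthosteric antagonism assessed as attenuation of the calcium response to EC80 dopamine, added 180 s after compound, in induced HEK293 Trex D1 cells loaded with no-wash calcium dye.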
D1 potentiator = human D1 dopamine receptor positive modulation; 360,000 tested, 0.036% active; potentiation, % at 10 µM; P21728; HEK293 TREx D1 cells, calcium flux, dopamine EC20 potentiation; in the data active = potentiation above about 30%; also: 0% is about no effect
RXFP1 agonist = RXFP1 (human) receptor agonism; Potency, µM (top dose mostly 57.5 µM), without a hit: at the highest dose activation, most hits filed as activators; 370,000 tested, 0.3% active; HEK293T-RXFP1 cAMP TR-FRET, 30 min; response scale: percent of porcine relaxin response, buffer zero; Q9HBX9; active = well fitted activation curve with a large enough effect; inconclusive = small, poorly fitted or top-dose-only effect; also: potency is read from the fitted curve at half-maximal effect; % is scaled to controls: 0 for no effect and ±100 for the full control effect; nearly all actives have a fitted effect of over 60% in size; many of its hits are not listed in these tables
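Agonist response is measured as cAMP accumulation in an RXFP1-transfected HEK293T line under PDE4 inhibition. Values are scaled between buffer-only and 29 nM porcine relaxin, and EC50s come from standard Hill equation fits.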
D1 ag = activates the human D1 dopamine receptor; P21728; HEK293 T-REx D1 cells, calcium flux, agonist mode; activation, % at 2 µM; 360,000 tested, 1% active; AID 504660; in the data active = activation above about 30%; also: 0% is about no effect
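Inducible HEK293 T-REx D1 cells, force-coupled to calcium signalling, were plated at 4000 cells/well with tetracycline and held overnight at 30 C. After no-wash calcium dye loading, compound-evoked calcium rise over 180 s flagged agonists.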
D2 PAM = positively modulates the human D2 dopamine receptor allosterically; P14416; HEK293 T-REx D2, calcium flux, EC20 dopamine potentiation; potentiation, % at 10 µM; 340,000 tested, 0.34% active; AID 485347;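 active = potentiation over 3 SD above the plate norm, cut at about 30% in these data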; also: 0% is about no effect
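Tetracycline-induced HEK293 T-REx cells force-coupled to calcium signalling expressed D2; compounds were pin-added after a 10 s baseline, read kinetically 180 s, then an EC20 dopamine challenge followed with a further 180 s calcium read.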
* marks the source's active call; other numbers are inactive results; ? = inconclusive; / = not tested or not shown; & = joins results of further samples. Not all compounds are listed, so the mix of outcomes need not match the whole.

Start of the listing, in advance:
SMILES	D2 antagonist	TRHR PAM	RXFP1 antag	D2 ag	D1 antagonist	D1 potentiator	RXFP1 agonist	D1 ag	D2 PAM
CCCOc1ccc(N2C(=O)CC(NCc3cccnc3)C2=O)cc1 (configuration not stated)	-7	1	11	0.4	-3	-4	-1.1%	0	-11
CCn1c(NC(=O)/C=C/c2ccc(F)cc2)nc2ccccc21	6	-6	-29	2.0	-9	/	-1.4%	18	-11
CN1CCc2c(sc(NC(=O)c3ccc4ccccc4c3)c2C(N)=O)C1	-24	-5	/	13	2	-2	0.6%	19	2
O=C(COc1cccc(Br)c1)NN=C1c2ccccc2-c2ccccc21	-4	-4	-6	-0.3	27	5	1.4%	4	-6
O=C(NCC(c1ccco1)N1CCN(c2ccccc2F)CC1)c1cccs1 (configuration not stated)	-30	9	2	-0.6	19	-3	0.0%	12	9
O=C(NNC(=O)c1cc(C(F)(F)F)cc(C(F)(F)F)c1)c1ccc(Cl)cc1	6	23	-9	0.3	5	0	2.7%	4	1

Main list, from the start:
SMILES	D2 antagonist	TRHR PAM	RXFP1 antag	D2 ag	D1 antagonist	D1 potentiator	RXFP1 agonist	D1 ag	D2 PAM
CCCOc1ccc(N2C(=O)CC(NCc3cccnc3)C2=O)cc1 (configuration not stated)	-7	1	11	0.4	-3	-4	-1.1%	0	-11
CCn1c(NC(=O)/C=C/c2ccc(F)cc2)nc2ccccc21	6	-6	-29	2.0	-9	/	-1.4%	18	-11
CN1CCc2c(sc(NC(=O)c3ccc4ccccc4c3)c2C(N)=O)C1	-24	-5	/	13	2	-2	0.6%	19	2
O=C(COc1cccc(Br)c1)NN=C1c2ccccc2-c2ccccc21	-4	-4	-6	-0.3	27	5	1.4%	4	-6
O=C(NCC(c1ccco1)N1CCN(c2ccccc2F)CC1)c1cccs1 (configuration not stated)	-30	9	2	-0.6	19	-3	0.0%	12	9
O=C(NNC(=O)c1cc(C(F)(F)F)cc(C(F)(F)F)c1)c1ccc(Cl)cc1	6	23	-9	0.3	5	0	2.7%	4	1
COc1ccc(-c2nnn(Cc3ccccc3)n2)cc1	3	6	-5	0.2	1	-9	2.2%	7	7
O=C(NNc1ncnc2c1cnn2-c1ccccc1)c1ccco1	/	4	-8	/	2	-7	3.1%	4	/
O=C(CN1CCN(Cc2ccc(F)cc2Cl)C1=O)NCc1cccs1	5	-1	8	-0.5	-7	0	1.6%	3	/
Cn1c(SCc2ccc(Cl)cc2)nc(C(F)(F)F)cc1=O	-2	-1	-13	-1.7	36	0	-0.6%	4	14
O=C(CSCc1ccccc1)N1CCN(c2ccc(F)cc2)CC1	1	5	-19	-0.7	-11	-5	0.8%	8	-1
O=C(N/N=C/c1ccc(-c2ccc(Cl)c(C(=O)O)c2)o1)c1cc2c(ccc3ccccc32)o1	-7	-7	6	-1.3	-4	3	0.6%	23	5
Cc1ccc(CS(=O)(=O)c2ncc(Cl)c(C(=O)Nc3nc4ccc(F)cc4s3)n2)cc1	/	-6	/	1.7	-27	-2	3.1%	-1	1
Nn1c(C2COc3ccccc3O2)n[nH]c1=S (configuration not stated)	-10	-1	-3	-0.1	-11	-8	0.6%	0	-3
Cc1ccc(NC(=O)C(=O)NCCCN2CCOCC2)cc1C	/	0	/	0.9	2	-3	15%	11	-4
Cc1cc(C)c2nc(N(CCCN(C)C)C(=O)C3=COCCO3)sc2c1	-12	1	?	0.2	-20	-6	0.5%	21	-29
CCn1c(=S)sc2c(=O)n(CC(=O)NCCCc3ccccc3)c(C)nc21	4	-8	12	-0.1	6	-1	8.7%	0	-4
O=[N+]([O-])c1ccc(CN2CCN(c3ncccn3)CC2)cc1	85*	-10	-6	83*	-15	-3	1.6%	2	-27
CCC1Oc2ccccc2N(CC(=O)NCc2ccccc2)C1=O (configuration not stated)	/	-1	-7	0.4	1	-1	3.2%	1	7
O=C(CCC(=O)N1CCOc2ccccc21)NCCCc1ccccc1	4	-1	-2	-0.3	6	3	1.3%	-1	-12
COc1ccc(CC(NC(C)=O)C(=O)NC2CCN(S(=O)(=O)c3ccc(NC(C)=O)cc3)CC2)cc1OC (configuration not stated)	11	6	1	0.0	3	-3	-0.1%	7	15
CCOc1ccc(C(=O)NCC(=O)N2CCN(c3ccc(C(F)(F)F)cn3)CC2)cc1	-6	6	-3	0.4	2	11	1.6%	2	1
Cc1cccc(CC(=O)NCCN2CCCCC2)c1	0	16	4	0.4	12	-1	0.5%	0	-6
S=c1[nH]nc(-c2ccc(Br)o2)n1Cc1ccccc1	-13	5	-1	-0.8	4	-1	0.4%	1	35*
O=S(=O)(/N=C(\c1ccc(Cl)cc1)N1CCOCC1)c1ccccc1	-13	4	1	0.8	3	-1	-0.4%	1	-7
Cc1ccc(CNC(=S)Nc2ccc(NS(=O)(=O)c3ccc(C)cc3)cc2)cc1	-10	-8	-22	2.1	9	-1	-2.9%	2	9
CN(Cc1ccon1)C(=O)CCc1nnc(CCCCc2ccccc2)o1	-29	6	8	0.6	-1	-6	-2.5%	2	-1
COc1ccc2c(=O)c(Oc3ccc(C(=O)O)cc3)c(C(F)(F)F)oc2c1	3	-12	0	2.6	-30*	-7	-1.7%	3	12
O=C(NCCCN1CCOCC1)c1ccc(Br)cc1Br	0	-3	/	-0.2	2	-6	-0.4%	2	-6
O=C(Nc1ccccc1)/C(=C/c1ccccc1)NC(=O)c1ccco1	30*	-2	-8	1.5	-9	5	-0.3%	0	3
Cc1ccc(CSCC(=O)N(C)CC(=O)Nc2c(Cl)cccc2Cl)cc1	-7	-3	-7	0.3	6	-4	-2.8%	6	-6
COc1ccc(CCN(C)C(=O)CCNS(=O)(=O)c2ccccc2C(F)(F)F)cc1OC	35*	-2	-7	0.1	-22	-5	1.6%	5	7
COCCCn1c(=O)c2sccc2n2c(CCCC(=O)NCc3ccccc3)nnc12	7	-1	29	0.2	5	-9	20%	-1	-3
C[n+]1ccc(/C=N/Nc2nc(Cl)c(C#N)c(Cl)c2Cl)cc1	8	-2	-6	1.4	-14	4	5.4%	13	14
CC(C)C(=O)Nc1ccccc1C(=O)N/N=C/c1ccc([N+](=O)[O-])cc1	-9	2	-2	-1.3	-19	-5	4.1%	3	-4
CCn1c(=O)c2c(n3cnnc13)-c1ccccc1CC21CCCCC1	9	-8	-7	0.6	6	0	2.1%	1	-5
CC(=O)NC(NC(=S)Nc1ccc(N=Nc2ccccc2)cc1)C(Cl)(Cl)Cl (configuration not stated)	13	-2	-18	-0.6	-44*	-10	-2.3%	17	-2
[N-]=[N+]=NC[C@H](Cc1ccccc1)N1CC[C@@H](OCc2ccccc2)CCC1=O	-16	-3	/	0.6	21	-4	0.7%	2	5
O=S(=O)(c1ccccc1)N1CCN(S(=O)(=O)c2ccccc2)C1	-3	8	-6	0.2	-4	-1	-0.3%	7	13
CCOC(=O)C1CN(C(C)(C)C)C(=O)C1=O (configuration not stated)	12	-18	39	-0.5	5	-4	0.2%	1	6
Cc1nc(-c2ccccc2)nc2[nH]ccc(=O)c12	-8	-2	1	-0.8	0	-4	4.0%	1	-2
COc1cccc(C(=O)Oc2cc(C)[nH]c(=O)c2[N+](=O)[O-])c1OC	9	-5	/	4.0	25	-4	6.0%	-1	-1
O=[n+]1cc(-c2cccc3ccccc23)n([O-])c2c1CCC2	10	4	-2	-0.7	1	6	-1.1%	1	7
CCOCCCn1c(=S)[nH]c2cc(C(=O)N3CCC(C(N)=O)CC3)ccc2c1=O	11	-2	0	-1.5	1	17	-0.4%	4	-10
COc1cccc(NC(=O)N2CCCC2C(=O)Nc2ccc3c(c2)OCO3)c1 (configuration not stated)	-1	6	-7	0.3	0	-1	-2.8%	-1	6
O=C(Nc1nc(-c2ccc(F)cc2)cs1)C1CCN(C(=O)c2ccc(F)cc2)CC1	0	-5	-10	0.4	-40*	-5	-1.3%	10	-3
COC(=O)CC(CP(=O)(O)CN(C)C=O)C(=O)OC (configuration not stated)	/	4	5	/	3	-4	1.6%	1	/
COc1ccc(F)cc1C(=O)COC(=O)c1n[nH]c(=O)c2ccccc12	-11	-2	3	-0.4	-9	2	7.1%	0	3
C#CCNC(=O)C1=C[C@@H](c2ccc(Br)cc2)C[C@@H](OCCCCO)O1	/	-4	/	/	14	-1	-1.6%	-4	-3
Cc1cc(=O)oc(C)c1C(=O)Nc1c(C)n(C)n(-c2ccccc2)c1=O	3	2	10	0.4	-12	9	2.6%	0	1

(more compounds)
SMILES	D2 antagonist	TRHR PAM	RXFP1 antag	D2 ag	D1 antagonist	D1 potentiator	RXFP1 agonist	D1 ag	D2 PAM
Cc1ccc(NC(=O)c2nc(S(C)(=O)=O)ncc2N(Cc2ccccc2)Cc2ccco2)c(C)c1	/	-5	-11	2.9	10	-1	0.3%	-2	-4
COC(=O)c1[nH]c2cc(C)ccc2c1NC(=O)CN1CCN(c2ccccc2OC)CC1	70*	16	-14	0.3	-7	-4	0.6%	0	-20
Cc1cc(C(=O)N2CCN(S(=O)(=O)c3ccc(C)c(C)c3)CC2)no1	-4	1	-2	0.6	-4	-2	0.7%	1	7
O=C(NCc1ccccn1)Nc1cccc([N+](=O)[O-])c1	/	-1	2	/	2	2	0.5%	2	/
COc1ccc(CCN2CCCn3c2nc2c3c(=O)n(CC(N)=O)c(=O)n2C)cc1OC	-5	4	-12	-0.5	-1	0	-1.0%	-1	6
COc1ccc(N(C(=O)CNC(=O)c2ccco2)C(C(=O)NC2CCCCC2)c2cccnc2)cc1 (configuration not stated)	38*	6	-8	0.5	14	-4	-1.6%	1	20
COc1cc(/C=N/NC(=O)C(C)Nc2n[nH]c(=O)[nH]c2=O)cc(OC)c1O (configuration not stated)	-6	-5	-5	0.2	-5	-3	2.4%	7	6
O=C(OC(C(=O)NC1CCCC1)c1ccccc1F)c1ccco1 (configuration not stated)	2	6	-12	-0.1	-7	0	-0.6%	1	7
Cc1ccc(NC(=O)CCCn2c(=O)c3cccn3c3cccnc32)c(C)c1	/	-7	9	-0.1	0	-1	26%	1	-2
CC(=O)NC(CCS(C)(=O)=O)C(=O)Nc1cccc(C)c1C (configuration not stated)	-2	-4	0	-0.4	2	-2	4.7%	5	0
O=C(O)c1ccc(NS(=O)(=O)c2ccc(Cl)c(C(=O)Nc3ccccc3)c2)cc1	-3	25&3	2&0	-1.1&-0.2	-1&-20	1&-1	-1.2%&4.0%	-2&4	-1&2
c1csc(Cc2nn3c(-c4ccncc4)nnc3s2)c1	0	-1	-4	0.0	4	-5	2.5%	1	-5
O=C(Nc1ccc(F)cc1)OCCOc1ccc([N+](=O)[O-])cc1	-6	-12	-12	0.3	-28	-1	3.3%	1	4
CCCn1c2ccccc2c2nnc(SCC(=O)OCC)nc21	-14	-3	-3	-0.4	-7	-1	1.3%	4	1
C=CCC(CC=C)(CNC(=O)C(=O)Nc1ccc(C)cc1)c1ccccc1	/	3	-21	/	-2	0	-1.6%	4	2
